Assay outcomes from PubChem.
Epigenetic reg: epigenetic control regulation, reporter derepression; AID 1865; actives 0.2% (n = 280,000); murine LDR cells, GFP reporter derepression, 30 h; Potency, µM (top dose mostly 53.9 µM), for inactives: at the highest dose GFP activation, hits mostly activators; note: potency is the fitted concentration of half-maximal effect; % of control where 0% means no effect; nearly all actives have a fitted effect of over 60% in size
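Readout is the number of GFP-expressing murine LDR cells, counted by cytometry following washing. Cells were treated with compound for 30 h at 37 C; the stably integrated CMV-GFP locus is normally silent.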
KinaseGlo FLuc: counter-screen: inhibitors of Kinase-Glo firefly luciferase | Q27757 | Kinase-Glo luciferase, ATP luminescence, 8 min | Potency, µM (series often up to 38.3 µM), without a hit: at the top dose activity change, negative = inhibition, actives largely listed as inhibitors | actives 0.28% (n = 200,000) | AID 1379; note: potency is the fitted concentration of half-maximal effect; % is set by controls: 0 for no effect and ±100 for the full control effect; nearly all actives have a fitted effect of over 60% in size
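Recombinant Kinase-Glo luciferase, 10 uM ATP (linear range), luciferin; imidazole pH 7.2 / KCl / MgCl2 / Tween / BSA buffer; 8 min RT; luminescence.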
HttQ103 aggreg: inhibitors of mutant huntingtin aggregate formation in PC12 cells; AID 1688; PC12 HttQ103-GFP aggregates, Acumen cytometry, 40 h; actives 1.1% (n = 220,000); Potency, µM (titrated, usually from 46.1 µM), for inactives: at the highest dose activity change, negative = inhibition, most hits filed as inhibitors; note: potency is the fitted concentration of half-maximal effect; % is set by controls: 0 for no effect and ±100 for the full control effect; nearly all actives have a fitted effect of over 60% in size
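Compounds (qHTS titration) were added to PC12 cells expressing an ecdysone-driven HTT exon 1 Q103–GFP fusion after induction with 100 nM tebufenozide. Aggregate formation was measured as GFP objects in cell lysates.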
L3MBTL1 inh: L3MBTL1 (human) inhibition | AlphaScreen L3MBTL1–H3K9me1 peptide binding | Potency, µM (titrated, usually from 57.1 µM), for inactives: at the top dose activity, negative = inhibition, usual class: inhibitors | actives 0.66% (n = 230,000); note: potency is the fitted concentration of half-maximal effect; % is set by controls: 0 for no effect and ±100 for the full control effect; nearly all actives have a fitted effect of over 60% in size
Target sequence (Q9Y468 whole entry, looked up): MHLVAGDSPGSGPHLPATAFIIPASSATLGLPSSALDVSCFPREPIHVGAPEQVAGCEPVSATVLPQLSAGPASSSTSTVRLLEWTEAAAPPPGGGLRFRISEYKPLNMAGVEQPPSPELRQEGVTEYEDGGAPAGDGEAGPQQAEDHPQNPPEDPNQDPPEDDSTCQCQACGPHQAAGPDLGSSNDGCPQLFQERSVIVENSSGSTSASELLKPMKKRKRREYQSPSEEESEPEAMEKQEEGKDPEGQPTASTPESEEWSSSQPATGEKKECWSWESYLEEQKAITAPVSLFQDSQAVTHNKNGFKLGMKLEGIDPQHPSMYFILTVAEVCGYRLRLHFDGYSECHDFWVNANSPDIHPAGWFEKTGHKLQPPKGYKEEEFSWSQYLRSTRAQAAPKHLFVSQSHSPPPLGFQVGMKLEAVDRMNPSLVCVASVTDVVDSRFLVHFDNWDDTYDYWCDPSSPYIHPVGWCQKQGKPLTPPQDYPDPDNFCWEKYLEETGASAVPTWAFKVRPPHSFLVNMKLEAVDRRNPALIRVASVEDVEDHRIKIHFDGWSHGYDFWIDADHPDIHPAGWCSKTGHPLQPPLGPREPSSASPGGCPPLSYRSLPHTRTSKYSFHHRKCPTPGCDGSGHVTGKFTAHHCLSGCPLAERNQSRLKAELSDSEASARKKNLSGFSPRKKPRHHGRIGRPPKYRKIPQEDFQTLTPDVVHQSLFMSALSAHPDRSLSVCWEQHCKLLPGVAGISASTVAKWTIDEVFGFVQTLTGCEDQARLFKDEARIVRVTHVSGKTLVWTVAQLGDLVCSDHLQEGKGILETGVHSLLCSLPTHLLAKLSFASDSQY
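AlphaScreen assay: L3MBTL1 (50 nM final) was preincubated 30 min at room temperature with biotinylated H3(1-15)K9me1 peptide (75 nM final), then 30 min with library compounds; streptavidin donor and nickel chelate acceptor beads (10 ug/mL final) added, 30 min dark.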
IMPase Li cell: cell-permeable IMPase inhibitors with lithium potentiation | CHO-M1 cells, IP1 TR-FRET (IP-One), carbachol + lithium | Potency, µM (doses to about 59.4 µM), inactives show at the highest dose activity, negative = IMPase inhibition, actives largely listed as inhibitors | actives 0.35% (n = 210,000);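 note: IP1 builds up when IMPase is blocked and the TR-FRET signal falls; potency is the fitted concentration of half-maximal effect; plate controls were basal vehicle for no effect and high inhibitor control for full effect; nearly all actives have a fitted effect of over 50% in size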
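Readout is a homogeneous TR-FRET IP1 immunoassay (Ex 320, Em 665 and 620), where raised cytosolic IP1 lowers signal. Cells were CHO-M1 treated 30 min at 37C with test compounds plus a little lithium; AC50 values came from Hill-equation fitting.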
CBFb RUNX1 block: inhibitors of human CBF-beta and RUNX1 interaction; AlphaScreen CBFb-His/RUNX1-biotin binding, biochemical; AID 1477; 230,000 tested, under 10 active; Potency, µM (highest dose often 59.8 µM), without a hit: at the highest dose activity, negative = inhibition, usual class: inhibitors; note: % of control where 0% means no effect
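Bead-based AlphaScreen assay; binding partners His-tagged CBF-beta and biotinylated RUNX1 at 30 nM each. Compound exposure 15 min after a 20-min protein preincubation; bead step 90 min; all steps at room temperature.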
NPSR antag: neuropeptide S receptor (human) antagonism, cAMP | AID 1461 | Potency, µM (highest dose often 38.3 µM), inactives show at the top dose activity change, negative = inhibition, actives largely listed as inhibitors | actives 1% (n = 220,000) | CHO-NPSR cells, cAMP TR-FRET, antagonist mode; note: potency is the fitted concentration of half-maximal effect; % is set by controls: 0 for no effect and ±100 for the full control effect; nearly all actives have a fitted effect of over 50% in size; many of its hits are not listed in these tables
Numbers without * were called inactive; ? = inconclusive; / = not tested or not shown; & = joins results of further samples; [ ] = remark or other dose. Calls come from the whole dose curve; as a rule, active = well fitted curve in the direction sought with a large enough effect; inconclusive = small, poorly fitted or top-dose-only effect, or another doubt; inactive = no such curve, though single readings can be large; an effect the other way counts as inactive or inconclusive. This is a subset, so the mix of outcomes need not match the whole.

Letters: A = Epigenetic reg; B = KinaseGlo FLuc; C = HttQ103 aggreg; D = L3MBTL1 inh; E = IMPase Li cell; F = CBFb RUNX1 block; G = NPSR antag
O=C(O)CSc1nc(-c2ccccc2)nc2c1oc1ccccc12
  A = -0.7%; B = -4%; C = -1%; D = -1%; E = -16%[38.3 µM]; F = 3%; G = -18%[46.1 µM]
O=C(O)C(O)Cc1c[nH]c2ccccc12 (stereo unspecified)
  A = 0.0%; B = 1%; C = -4%; D = 3%; E = -1%; F = 6%; G = 6%
CC(NC(=O)c1ccc(-c2cc(C(F)(F)F)ccc2Cl)o1)c1ccccc1 (stereo unspecified)
  A = -1.0%; B = -4%; C = -4%; D = /; E = -15%[38.3 µM]; F = 7%; G = 3%[46.1 µM]
Cc1ccc(-c2nn(-c3ccccc3)cc2/C=N/n2c(-c3cccs3)n[nH]c2=S)cc1
  A = 0.0%; B = /; C = -32%[9.22 µM]; D = /; E = /; F = -12%; G = ?
CCOC(=O)C1=C(C)C(c2ccc(OC)cc2OC)NC(=O)N1 (stereo unspecified)
  A = -0.8%; B = 1%; C = -6%; D = -4%; E = 1%; F = -1%; G = -12%[46.1 µM]
O=c1c2ccccc2nc(-c2ccc(Br)cc2)n1Cc1ccccc1
  A = 0.0%; B = -1%; C = -8%; D = 2%; E = 16%[38.3 µM]; F = 3%; G = -17%[46.1 µM]
Cc1ccc(S(=O)(=O)N(C)C)cc1-n1c(SCC(=O)Nc2ccc(F)c(F)c2F)nc2ccccc2c1=O
  A = 0.0%; B = 0%; C = 0%; D = -1%; E = 0%; F = -5%; G = -3%
COc1ccccc1CNc1nc(SC)ncc1CO
  A = 0.2%; B = 4%; C = 16%; D = 3%; E = -8%; F = 4%; G = 7%
O=C(NNC(=S)NC(=O)c1ccco1)c1ccc(NC(=O)c2ccccc2)cc1
  A = -4.1%; B = 0%; C = ?; D = /; E = -12%; F = -15%; G = -8%
COC(=O)c1ccc(C23CC4(C2)[C@H](CN(CC2CCCCC2)[C@@H]4c2ccccc2)C3c2ccc(Cl)nc2)cc1 (stereo partly specified)
  A = 1.0%&-4.8%; B = 3%; C = -19%[9.22 µM]; D = /; E = -4%; F = 7%&19%; G = -5%

A second format for part of the listing above.
Each structure is followed by: Epigenetic reg	KinaseGlo FLuc	HttQ103 aggreg	L3MBTL1 inh	IMPase Li cell	CBFb RUNX1 block	NPSR antag
CCOC(=O)C1=C(C)C(c2ccc(OC)cc2OC)NC(=O)N1 (stereo unspecified)
→ -0.8%	1%	-6%	-4%	1%	-1%	-12%[46.1 µM]
O=c1c2ccccc2nc(-c2ccc(Br)cc2)n1Cc1ccccc1
→ 0.0%	-1%	-8%	2%	16%[38.3 µM]	3%	-17%[46.1 µM]

Other structures.
Letters: A = Epigenetic reg; B = KinaseGlo FLuc; C = HttQ103 aggreg; D = L3MBTL1 inh; E = IMPase Li cell; F = CBFb RUNX1 block; G = NPSR antag
Cc1cccc(NC(=O)CC2C(=O)NCCN2C(=S)Nc2ccccc2)c1 (stereo unspecified)
  A = 4.3%; B = -4%; C = 11%; D = 3%; E = 17%[38.3 µM]; F = 0%; G = ?
CCc1ccc(NC(=O)CSc2nc3cc(C(=O)OC)ccc3c(=O)n2CC2CCCO2)cc1 (stereo unspecified)
  A = 0.0%; B = -4%; C = 6%; D = -1%; E = 14µM*; F = 4%; G = -4%[46.1 µM]
COCc1c(C(=O)OCC(=O)N2c3ccccc3CC2C)oc2ccccc12 (stereo unspecified)
  A = 1.5%; B = 0%; C = -7%; D = 0%; E = 12%[38.3 µM]; F = 3%; G = 2%[7.67 µM]
Cc1csc(Nc2ccccc2)[n+]1-c1ccccc1
  A = -2.6%; B = -2%; C = 8%; D = -6%; E = -2%; F = -23%; G = -8%
CCC(=O)c1ccc(OCC(O)Cn2cnc3ccccc32)cc1 (stereo unspecified)
  A = -1.0%; B = 1%; C = -27%; D = 7%; E = 4%[38.3 µM]; F = 5%; G = -4%[46.1 µM]
CCc1c(C)nc(SCC(=O)CC(=O)OC(C)C)c(C#N)c1C
  A = -1.0%; B = 19%; C = -19%; D = /; E = 26%[38.3 µM]; F = 6%; G = -10%[46.1 µM]
O=C(CSc1ccc(-c2ccccn2)nn1)NCc1ccc(F)cc1
  A = 0.3%; B = -3%; C = -8%; D = /; E = 9%; F = /; G = -11%
CCc1cccc(NS(=O)(=O)c2ccc3c(c2)NC(=O)CC(=O)N3)c1
  A = -3.7%; B = 0%; C = -8%; D = /; E = -2%; F = 5%; G = 15%
O=C(O)c1ccc(-c2ccccc2)[nH]1
  A = 0.0%; B = -3%; C = -8%; D = -4%; E = -6%[38.3 µM]; F = 5%; G = 9%[46.1 µM]
CSCC[C@H](NC(=O)NCc1ccccc1F)C(=O)O
  A = 0.0%; B = -2%; C = 11%; D = 1%; E = -6%[38.3 µM]; F = 6%; G = -14%[46.1 µM]

Letters: A = Epigenetic reg; B = KinaseGlo FLuc; C = HttQ103 aggreg; D = L3MBTL1 inh; E = IMPase Li cell; F = CBFb RUNX1 block; G = NPSR antag
NC(=O)c1ccc(NC(=O)Cc2csc(-c3ccccc3)n2)cc1
  A = 2.4%; B = 0%; C = 14%; D = 6%; E = -3%; F = -1%; G = 1%
Cc1nc2ccccn2c1C(=O)N/N=C/c1ccc2c(c1)OCO2
  A = 0.0%; B = -6%; C = 10%; D = 3%; E = 1%; F = 1%; G = 10%
O=C(NC1CCCC1)O[C@@H]1C(=O)c2cc(Br)ccc2O[C@H]1c1ccc2c(c1)OCO2
  A = -0.3%; B = -2%; C = /; D = /; E = 2%; F = -3%; G = /
Cn1c(=O)c2cn3ncccc3c2n(C)c1=O
  A = -2.1%; B = -2%; C = ?; D = 11%[11.4 µM]; E = 39%[activator][38.3 µM]; F = 0%; G = -21%[46.1 µM]
Cc1ccsc1/C=C/c1ccc2cccc(O)c2n1
  A = ?; B = -22%; C = -51%; D = /; E = 27%[38.3 µM]; F = 8%; G = -24%[46.1 µM]
Cc1ccc(S(=O)(=O)NCc2ccco2)cc1C
  A = 0.7%; B = -3%; C = 3%; D = -5%; E = 25%[38.3 µM]; F = -23%; G = -13%[46.1 µM]
CN(CCOCCOc1ccc2ccccc2c1)Cc1ccccc1
  A = 3.5%; B = 2%; C = -1%; D = /; E = 6%[38.3 µM]; F = 4%; G = 6%[46.1 µM]
O=C(Cc1cccs1)NNC(=S)NCc1ccco1
  A = 1.6%; B = 2%; C = 0%[9.22 µM]; D = -4%; E = 22%; F = -1%; G = -7%
Brc1ccc(OCCCCCN2CCOCC2)cc1
  A = 1.4%; B = -2%; C = 17%; D = /; E = -2%; F = -5%; G = 20%
COc1ccc(-n2nnnc2SCC(=O)c2ccc(OC)c(OC)c2)cc1
  A = 4.5%; B = -7%; C = -3%; D = -5%; E = -5%[38.3 µM]; F = 8%; G = -7%[46.1 µM]

Letters: A = Epigenetic reg; B = KinaseGlo FLuc; C = HttQ103 aggreg; D = L3MBTL1 inh; E = IMPase Li cell; F = CBFb RUNX1 block; G = NPSR antag
CC(C)CN1CCN(Cc2nc(C(C)C)cs2)CC1CCO (stereo unspecified)
  A = -2.9%; B = /; C = 4%; D = 1%; E = /; F = 5%; G = -8%
CCN(CC)CCn1c(NCc2cc(OC)ccc2OC)nc2ccccc21
  A = 1.0%; B = 0%; C = -18%; D = -16%; E = 15%; F = -19%; G = -3%[46.1 µM]
O=C1CN(CC(=O)N2CCCCC2)c2ccccc2O1
  A = 2.9%; B = -4%; C = -3%; D = -12%; E = 0%[38.3 µM]; F = -11%; G = -10%[46.1 µM]
CC[C@@]12C=C(/C=C/c3ccccc3)[C@](CC)(C1)[C@H](c1ccccc1)CC2=O
  A = -3.2%; B = 0%; C = /; D = /; E = 10%; F = 11%; G = /
O=C(NNC(=O)c1cccc2ccccc12)c1ccc(-c2ccccc2)cc1
  A = 0.0%; B = 0%; C = 7%; D = 9%; E = 1%; F = 7%; G = -4%
Cc1ccccc1NC1=NC2(CCCC2)N=C(N)N1
  A = 2.3%; B = -2%; C = -4%; D = 14%; E = 7%; F = 0%; G = 9%
CCOC(=O)c1sc(NNC(=O)c2ccc(F)cc2)nc1C
  A = -1.0%; B = /; C = 5%[9.22 µM]; D = 16%; E = /; F = -6%; G = -2%
COCCNc1nc(-n2nc(C)cc2C)nc2sc3c(c12)CCCC3
  A = -0.7%; B = -4%; C = ?; D = /; E = 1%[38.3 µM]; F = -25%; G = -21%[46.1 µM]
Cc1cc(C(=O)COC(=O)c2cccnc2Cl)c(C)n1-c1c(C)n(C)n(-c2ccccc2)c1=O
  A = -2.0%; B = 2%; C = ?; D = 1%; E = 16%; F = 2%; G = 8%
COc1cc(C(=O)Nc2ccc(C(=O)O)cc2)ccc1OC(C)=O
  A = -1.5%; B = -17%; C = 17%; D = -4%; E = -3%; F = -4%; G = 14%

Letters: A = Epigenetic reg; B = KinaseGlo FLuc; C = HttQ103 aggreg; D = L3MBTL1 inh; E = IMPase Li cell; F = CBFb RUNX1 block; G = NPSR antag
COc1cccc(C(=O)C2CN(c3ccccc3)CC2c2ccc(Cl)cc2)c1 (stereo unspecified)
  A = 2.8%; B = -1%; C = ?; D = -2%; E = 6%[38.3 µM]; F = -6%; G = -13%[46.1 µM]
O=C(Nc1ccc(F)c(F)c1)c1cccnc1
  A = 0.2%; B = -8%; C = -9%; D = -12%; E = -10%[38.3 µM]; F = -3%; G = 1%[46.1 µM]
Cc1ccc(S(=O)(=O)Nc2ccc3ncccc3c2)cc1
  A = 1.0%; B = -7%; C = -17%; D = -2%; E = 3%[38.3 µM]; F = -8%; G = -5%[46.1 µM]
COc1ccc(NC(=O)CNS(=O)(=O)c2ccc(Cl)cc2)cc1
  A = 1.0%; B = 5%; C = -5%; D = -25%; E = 13%; F = 9%; G = 11%
O=C(COc1ccc(Br)cc1Br)NC(=S)N1CCCc2ccccc21
  A = 0.1%; B = 2%; C = ?; D = /; E = 26%[38.3 µM]; F = -29%; G = -13%[46.1 µM]
CCCC(=O)c1cc2cc(Cl)ccc2oc1=O
  A = -1.1%; B = -1%; C = 3%; D = -6%; E = 6%[38.3 µM]; F = 2%; G = 0%[46.1 µM]
CCn1c(=S)sc2c(=O)n(-c3ccccc3)c(SCC(=O)NCc3ccco3)nc21
  A = 0.0%; B = /; C = 0%; D = -8%; E = /; F = -2%; G = ?
Cc1nn(Cc2c(Cl)cccc2Cl)c(C)c1C(=O)NCc1ccc(C)n1C
  A = -4.5%; B = 0%; C = 12%[9.22 µM]; D = /; E = -12%[38.3 µM]; F = -9%; G = -18%[46.1 µM]
